Compound activity from PubChem BioAssay.
C2C12 statin: suppressors of statin myotoxicity in C2C12 myotubes, primary screen, cell-based, single point, plate reader; C2C12 myotubes + simvastatin, ATP luminescence, 48 h; scaled: DMSO 0, geranylgeraniol control 100; rescue of ATP level, % at 7.49 µM; 0.78% of 330,000 active; AID 602340, 2012;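 active means mean ATP rescue above about 67%, or every replicate alone reaching that limit, limit read from the data, passing the limit was not always enough; inconclusive means no clear call, values can overlap the other calls; inactive means mean under the limit and some replicate under it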;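 further: myotubes were challenged with 10 µM simvastatin during compound exposure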
esBAF inh: Bmi1 luciferase reporter increase in mESCs, primary screen, esBAF inhibitor project, mouse ES cells, Bmi1 luciferase knock-in, single point; 24 h; 100% = twice the neutral-well signal; reporter increase, % at 12.5 µM; 2% of 350,000 active; in the data active means activation above about 40%; inconclusive means no clear call, values can overlap the other calls;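 further: 0% = median of the plate's neutral control wells and 100% = double that signal; a rise in the Bmi1 reporter signal indicates esBAF inhibition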
Starred values were filed as active, the others as inactive; u = inconclusive. An excerpt; the hit share may differ from the screen's.

The opening two records, ahead of the listing:
SMILES | C2C12 statin | esBAF inh
O=C(NCC1CCCO1)c1ccc(C(=O)NCC2CCCO2)cc1 (centres undefined) | 3.5 | 4.1
CCc1cc[n+](-c2nc([O-])sc2C=O)cc1 | 108.1* | -10.8

The list itself, from the first entry:
SMILES | C2C12 statin | esBAF inh
O=C(NCC1CCCO1)c1ccc(C(=O)NCC2CCCO2)cc1 (centres undefined) | 3.5 | 4.1
CCc1cc[n+](-c2nc([O-])sc2C=O)cc1 | 108.1* | -10.8
CCN1C(=O)c2cccc3c(NC(=O)c4ccccc4)ccc1c23 | -14.6 | -5.4
O=C(NCc1ccco1)c1cc2sccc2n1Cc1ccccc1 | 55.4 | 4.8
COc1ccc2nc3oc(C(=O)NC4CCN(Cc5ccccc5)CC4)cc3cc2c1 | 9.9 | 21.6
CN(C)C(=O)CSc1cccc2cccnc12 | 44.4 | -4.7
Cc1ccc(N2C(=O)CC(C3CCCO3)C2=O)cc1 (centres undefined) | -12.6 | -0.3
CCOC(=O)c1[nH]c(C)c(C(=O)NCC2CCCO2)c1C (centres undefined) | 74.7* | -0.5
Cc1cc(C)n(-c2nc3c(c(=O)[nH]c(=O)n3C)n2C(C)C)n1 | 9.1 | 0.6
O=C(Nc1ncc(Cc2ccccc2)s1)c1cccs1 | -1.3 | -16.9
COc1ccc(Cl)cc1NC(=O)C(C)Sc1nncn1C (centres undefined) | 130.5* | 0.9
CC(=O)c1c(C)n([O-])c2cc(C)ccc2[n+]1=O | 1.0 | -10.9
COc1cc(NC(=O)CSc2ncccc2C(=O)OC(C)C)cc(OC)c1 | -11.5 | -5.0
C=C(C)CNC(=S)NNC(=O)c1ccco1 | 16.4 | 4.2
CCOc1ccc(/C=N/NC(=O)Cc2csc(Nc3cccc(C(F)(F)F)c3)n2)cc1 | -4.8 | -1.1
CCc1cccc2c(C(=O)CSc3nnc(-c4ccoc4C)n3C)c[nH]c12 | 12.1 | 0.1
CC(=O)c1sc(Nc2ccccn2)nc1C | 31.0 | 3.2
O=C1CC2(CON=C2c2ccc(F)cc2)C(=O)N1c1ccc(F)cc1 (centres undefined) | 1.5 | -5.5
Cc1ccc(Cn2ncn3c(cc4ccccc43)c2=O)cc1 | 11.4 | -4.4
O=C(c1cccc(F)c1)N1CCC(N2CCOCC2)CC1 | 5.2 | -6.0
Cc1cc(C)n(-c2nc3ccccc3c(=O)n2OCC(=O)N(C)C)n1 | -11.4 | -3.9
CCOC(=O)c1sc(NC(=O)CSc2ncn[nH]2)c(C#N)c1C | -2.9 | -2.9
COCCNC(=O)COc1ccc(Oc2ccccc2)cc1 | 3.4 | 30.4
COc1ccc(CC(NC(C)=O)C(=O)NC2CCN(c3c4c(nc5ncnn35)CCC4)CC2)cc1 (centres undefined) | -11.0 | -4.3
CC(=O)N(/N=C1\Sc2ccccc2C1=O)c1ccccc1C | 17.6 | 38.2
CCC(c1nnnn1CC1CCCO1)N(CCN1CCOCC1)Cc1cc2cc(C)ccc2[nH]c1=O (centres undefined) | 8.6 | -2.8
CCNc1c2c(nc3ccccc13)CC(C)(C)CC2=O | -3.2 | -4.6
Cc1c(NC(=O)C2CCN(S(=O)(=O)c3ccc(Cl)cc3)CC2)c(=O)n(-c2ccccc2)n1C | 6.2 | 2.2
CCOc1cc(/C=N/NC(=O)COc2cccc(C)c2)ccc1OC(=O)c1cccs1 | -3.9 | 2.4
Nc1nnc(CCS(=O)(=O)c2ccc(Cl)cc2)s1 | 4.4 | -1.9
CCc1cc2ccccc2nc1SCC(=O)Nc1cc(C)on1 | -1.5 | -0.7
Cc1ccc(CN2C(=O)CCC2C(=O)NC2CC2)cc1 (centres undefined) | -4.8 | -2.0
O=C(CC(c1ccccc1)c1ccccc1)Nc1ccc2c(c1)OCCO2 | 8.1 | -12.1
CC(=O)N1CCc2cc(S(=O)(=O)NC(CC(C)C)C(=O)Nc3cc(C)ccn3)ccc21 (centres undefined) | 15.7 | -1.5
O=C(O)CCC(=O)N(Cc1ccco1)c1nc(-c2ccccc2)cs1 | -5.2 | 5.7
COc1cc(C2/C(=C(\O)c3cc(C)ccc3C)C(=O)C(=O)N2CCN(C)C)ccc1O (centres undefined) | 2.5 | -0.9
O=Nc1c(O)n(Cc2ccc(Cl)cc2Cl)c2ccccc12 | 34.2 | 2.8
COc1ccccc1CNC(=O)c1ccoc1C | -8.6 | -4.5
COc1ccc(C(=O)N(CCCO)C(C)C(=O)NC2CCCCC2)cc1OC (centres undefined) | -40.8 | -8.0
CCCOc1c(OC)cc(Cl)cc1C1NC(=O)NC(C)=C1C(=O)NCc1ccccc1 (centres undefined) | 37.5 | -0.7

Ordered by number of heavy atoms (ascending): 6 of the compounds above.
SMILES | C2C12 statin | esBAF inh
Nc1nnc(CCS(=O)(=O)c2ccc(Cl)cc2)s1 | 4.4 | -1.9
CC(=O)N(/N=C1\Sc2ccccc2C1=O)c1ccccc1C | 17.6 | 38.2
CCOC(=O)c1sc(NC(=O)CSc2ncn[nH]2)c(C#N)c1C | -2.9 | -2.9
Cc1cc(C)n(-c2nc3ccccc3c(=O)n2OCC(=O)N(C)C)n1 | -11.4 | -3.9
COc1ccc(C(=O)N(CCCO)C(C)C(=O)NC2CCCCC2)cc1OC (centres undefined) | -40.8 | -8.0
COc1cc(C2/C(=C(\O)c3cc(C)ccc3C)C(=O)C(=O)N2CCN(C)C)ccc1O (centres undefined) | 2.5 | -0.9

The results go on:
SMILES | C2C12 statin | esBAF inh
CCCn1c(=O)[nH]c(=O)c2c1nc(-c1ccc(OC(F)F)c(OC)c1)n2CCOC | 13.3 | -7.5
C(=C\CSc1ncn[nH]1)/CSc1ncn[nH]1 | -3.6 | -11.1
O=C(NCCc1ccccc1)C1CCN(S(=O)(=O)c2ccc(-c3nn[nH]n3)cc2)CC1 | 4.7 | -6.4
Cn1c(N)c(C(=O)COC(=O)C23CC4CC(CC(C4)C2)C3)c(=O)n(C)c1=O | 17.5 | 0.2
CCOc1ccc(Br)cc1S(=O)(=O)Nc1ccccc1N1CCOCC1 | 47.7 | 1.0
CCCn1c(-c2cccs2)nc2ccccc21 | 1.6 | 10.5
CCn1c(CNC(=O)COc2ccc(C(C)C)cc2)nnc1SCC(=O)Nc1ccc(F)cc1 | 1.9 | -3.3
CCCCNC(=O)C(C)N(CCN(C)C)C(=O)CCCN1C(=O)NC(c2ccc([N+](=O)[O-])cc2)C(C(=O)OCc2ccccc2)=C1C (centres undefined) | -3.5 | -5.8
CC(NC(=O)C12CC3CC(CC(C3)C1)C2)c1ccc2c(c1)OCCO2 (centres undefined) | -18.9 | -0.3
Cc1nc(C(C)(C)O)n(-c2ccccc2)n1 | 10.8 | -9.5
CC(C)(C)C(=O)Nc1ccccc1C(=O)NCc1ccco1 | 16.5 | -9.0
CCOC(=O)Cc1csc(NC(=O)c2csc3c2CCCC3)n1 | 5.4 | 3.7
CCn1cc(Br)c(C(=O)Nc2sc3c(c2C(N)=O)CCCC3)n1 | 7.1 | 7.3
Cc1cc(C=O)c(C)n1-c1ccc(N2CCCCC2)c([N+](=O)[O-])c1 | 22.6 | 7.5
CC1(C)C(=O)C2(CCCCC2)C(=O)OC1c1cccs1 (centres undefined) | -3.6 | -1.2
O=C(/C(=C/c1ccccc1)c1ccccc1)N1CCCCC1 | 19.2 | -1.8
O=[N+]([O-])c1ccc(O)c(-c2nn[nH]n2)c1 | 3.8 | 22.5
COc1ccc(C2(CCN)CC(C)N(C)CC2C)cc1 (centres undefined) | 3.9 | 7.7
CCc1ccccc1N1CC(C(=O)O)CC1=O (centres undefined) | 4.9 | 0.9
CS(=O)(=O)N1CCC(C(=O)N2CCc3ccccc3C2)CC1 | -1.0 | -7.4
O=C(c1ccco1)N1CCN(c2ncnc3c2oc2ccccc23)CC1 | 11.4 | 58.4*
O=C(NCCCO)c1nc2ccccc2s1 | -0.2 | -1.5
Clc1ccc(-n2ncc3c(NCc4ccc5c(c4)OCO5)ncnc32)cc1 | -31.5 | 18.1
CCOc1ccc(N2C(=O)CC(NCCc3ccc(S(N)(=O)=O)cc3)C2=O)cc1 (centres undefined) | -11.2 | -0.7
CN1CCN(C(=O)CCN2C(=O)/C(=C\c3ccc(Cl)cc3)SC2=S)CC1 | 9.9 | 8.6
CCCC(C)NS(=O)(=O)c1ccccc1 (centres undefined) | -6.7 | -4.2
Cc1ccc(C(=O)NCC(=O)NCC(=O)OCc2ccc(Oc3ccc([N+](=O)[O-])cc3)cc2)cc1 | 19.6 | 5.3
COc1ccc(N2CCN(S(=O)(=O)c3ccc(-c4cnc(C5CC5)o4)cc3)CC2)cc1 | 9.1 | -0.1
Cc1ccc(CCNC(=O)c2cccc(N3CCCC3=O)c2)cc1 | 11.4 | 17.4
Cc1ccccc1C(=O)NC(NCC1CCCO1)C(Cl)(Cl)Cl (centres undefined) | -21.4 | 5.7
O=C(NCc1ccco1)c1ccc(CS(=O)(=O)c2cccc(C(F)(F)F)c2)o1 | 12.6 | -8.2
CC(C)P(=O)(Cc1cccc(C#N)c1)C(C)C | -4.8 | -6.2
O=C(Nc1cccc(-c2nc3ncccc3o2)c1)c1sc2ccccc2c1Cl | -96.4 | 28.1
COc1ccc(NC(=O)CN2CCN(CC(=O)Nc3ccccc3F)CC2)cc1OC | 3.9 | -8.2
CC1CCCCN1C(=O)c1ccc(S(=O)(=O)N2CCCCC2C)cc1 (centres undefined) | -3.7 | -3.7
CC1CN(C(=O)N(C)C)CCN1C(=O)N(C)C (centres undefined) | -5.7 | 12.9
O=C(NCCCN1CCN(c2ccccc2F)CC1)C1CCN(S(=O)(=O)N2CCOCC2)CC1 | 13.4 | -3.4
COc1ccc(C(=O)NC(=O)CSc2nnc(-c3ccco3)n2-c2ccccc2)cc1 | 3.9 | -2.4
CCOC(=O)c1sc(=S)n(-c2ccc(Cl)cc2)c1C | 13.3 | 6.3
NC(=O)c1c(NC(=O)COC(=O)CSc2nnc(-c3ccc(Cl)cc3)o2)sc2c1CCC2 | -28.2 | -0.7
COc1ccc2occ(C(=O)c3ccc(N=C(C)N(C)C)cc3)c2c1 | -30.0 | u
Cc1ccc(CNC(=O)CN(C)S(=O)(=O)c2ccc3c(c2)n(C)c(=O)c(=O)n3C)cc1 | 15.3 | 3.0
O=c1c2ccccc2c2ccccc2c(=O)n1CC1CCCO1 (centres undefined) | -9.5 | -1.1
CCOC(=O)N1CCN(C(=O)CCCN2C(=O)CSc3nc(C)cc(C)c32)CC1 | -4.9 | 0.9
O=C1CC(SC(=Nc2ccccc2)Nc2ccccc2)C(=O)N1c1ccc(Cl)cc1 (centres undefined) | 3.7 | -2.5
O=C(N1CCCCC1)N1CCN(C(c2ccccc2)c2ccccc2)CC1 | 54.0 | -1.7
CCOCC(=O)N1CCN(c2ccc(F)cc2)CC1 | -6.1 | 7.4
Cc1cccc(CN2C(=O)CCSc3ccc(Cl)cc32)c1 | 2.6 | -0.4
O=C(NCCSCc1c(F)cccc1Cl)Nc1ccccc1 | 1.4 | 32.4
CC(NC(=O)OCc1ccccc1)C(=O)OCN1C(=O)c2ccccc2C1=O (centres undefined) | -3.0 | -0.7
CCCCn1c(/N=C/c2cc(OC)ccc2O)nc2ccccc21 | 9.7 | 10.3
O=C1OC[C@H](Cc2ccc3c(c2)OCO3)/C1=C\c1ccc2c(c1)OCO2 | -13.2 | 0.1
Clc1ccc(Cn2ncc3c(N4CCOCC4)ncnc32)cc1 | 9.0 | -1.8
COc1cc2c(cc1OC)C1=NC(=O)CN1C(SCc1ccccc1)=N2 | -8.0 | 1.8
CC1(C)Cc2c(C#N)c(N)sc(=S)c2CS1 | 9.9 | 2.8
COc1ccc(NC(=O)CSc2nnc(C3CC3)n2N)cc1 | 64.5 | 3.0

One compound at a time, as listed above. Screens in order: C2C12 statin, esBAF inh
`O=c1c2ccccc2c2ccccc2c(=O)n1CC1CCCO1` (centres undefined) as listed: -9.5, -1.1
`CC1(C)Cc2c(C#N)c(N)sc(=S)c2CS1` as listed: 9.9, 2.8
`CCOCC(=O)N1CCN(c2ccc(F)cc2)CC1` as listed: -6.1, 7.4
`COc1ccc(NC(=O)CSc2nnc(C3CC3)n2N)cc1` as listed: 64.5, 3.0
`Cc1ccc(CNC(=O)CN(C)S(=O)(=O)c2ccc3c(c2)n(C)c(=O)c(=O)n3C)cc1` as listed: 15.3, 3.0
